Compound activity as filed in PubChem BioAssay.
ST2 IL33 inh: IL1RL1 inhibition | AlphaLISA ST2-Fc/biotin-IL-33 interaction, 1 h | inhibition, % for hits at 17 µM | 78,000 compounds, 2.3% hits; in the data active = inhibition above about 30%; inconclusive = mostly about 10% to 28%
Target sequence (Q01638 whole entry, looked up): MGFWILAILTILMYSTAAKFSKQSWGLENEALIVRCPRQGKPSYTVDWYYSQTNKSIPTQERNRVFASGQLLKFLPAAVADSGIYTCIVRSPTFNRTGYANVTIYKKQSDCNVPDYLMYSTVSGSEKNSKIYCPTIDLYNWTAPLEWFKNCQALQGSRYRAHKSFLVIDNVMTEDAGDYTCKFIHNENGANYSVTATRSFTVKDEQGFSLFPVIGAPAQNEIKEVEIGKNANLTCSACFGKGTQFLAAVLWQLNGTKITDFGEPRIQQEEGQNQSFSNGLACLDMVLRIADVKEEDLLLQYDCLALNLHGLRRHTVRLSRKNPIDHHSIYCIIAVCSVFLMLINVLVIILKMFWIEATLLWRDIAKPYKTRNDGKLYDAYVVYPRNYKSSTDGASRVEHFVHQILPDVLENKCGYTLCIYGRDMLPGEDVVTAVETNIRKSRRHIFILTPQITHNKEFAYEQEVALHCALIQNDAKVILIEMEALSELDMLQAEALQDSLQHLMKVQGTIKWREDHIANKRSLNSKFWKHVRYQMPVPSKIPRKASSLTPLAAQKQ
An asterisk follows results filed as active; i = inactive; ? = inconclusive. Some of the compounds tested; count on the stated rates, not on these rows.

SMILES | ST2 IL33 inh
CCn1ncnc1CN1CCC(Cc2nn(C)c(=O)n2CC)CC1 | i
O=C(NC1CCCCC1)O[C@@H]1CO[C@H]2[C@@H]1OC[C@@H]2NS(=O)(=O)c1ccc(Cl)cc1 | i
Cc1ccc(-c2nnc(-c3nc(NCc4ccccn4)c4ccccc4n3)o2)cc1 | i
CC(C)Sc1nnc(SC(C)C)c2ccccc12 | i
CCOc1ccc(C(=O)NCCNS(=O)(=O)c2ccc(Cl)cc2)o1 | i
COCCn1cnnc1CCNC1CCC2(CCNCC2)CC1 | i
Cc1ccc(-c2cc(O)c3c(c2)CN(Cc2snnc2C)CCO3)s1 | ?
COc1cc(NC2CCS(=O)(=O)CC2)ncn1 | ?
CCC(=O)Oc1ccc2c(=O)c(-c3ccc4c(c3)OCCO4)c(CC)oc2c1 | i
COc1ccccc1OC1CCN(C(=O)c2ccc(-n3cc(NC(=O)c4ccoc4)cn3)cc2)CC1 | i
O=C(NCc1cccs1)c1cc(-c2ccc(F)cc2)on1 | i
CCCCNC(=O)C1(O)c2cc(Br)ccc2NC(=O)N1c1ccc(CC)cc1 (stereo unspecified) | i
Cc1nc(-c2ccncc2)ncc1C(C)NC(=O)CCc1cccs1 (stereo unspecified) | i
CCc1cccc(C)c1NC(=O)CCN1C(=O)c2cccc([N+](=O)[O-])c2C1=O | i
O=S1(=O)CCC(S(=O)(=O)NCc2ccccc2)C1 (stereo unspecified) | i
Cc1ccc(Cn2c(CNC(=O)c3cccc(C)c3)nc3cccnc32)cc1 | i
Cc1cnc2c(C(=O)N3CCn4nc(C(=O)NC5CC5)cc4C3)cnn2c1 | i
CCCOc1ccc(C(O)=C2C(=O)C(=O)N(CCCN(C)C)C2c2cccc([N+](=O)[O-])c2)cc1 (stereo unspecified) | i
O=C(O)C1CCCN1C(=O)Cc1ccccc1 (stereo unspecified) | i
COCC(=O)N1CCc2cc(OC)c(OC)cc2C1COc1ccc2c(C)cc(=O)oc2c1 (stereo unspecified) | i
Cn1cc(CC(=O)N2CCN(c3ccccc3F)CC2)c2ccccc21 | i
COc1cc(NC(=O)c2ccoc2C)c(OC)cc1Cl | ?
C1=Nc2ccccc2-c2ccccc2N1 | i
COc1ccc(-n2nc(C(=O)N3CCCCC3)c3c4ccccc4n(C)c3c2=O)cc1Cl | ?
CC(C)c1noc(CCn2ccnc2-c2ncc[nH]2)n1 | i
CCn1c(C)nc2cc(S(=O)(=O)N3CCCC3)ccc21 | i
CCOc1ccc(C(=O)Nc2cc3nn(-c4ccc(OC)cc4)nc3cc2C)cc1[N+](=O)[O-] | ?
CCOc1ccc(C(=O)Nc2cc(-c3nc4ncccc4o3)ccc2C)cc1 | i
O=C(Nc1ccc(F)c(Cl)c1)c1cc(-c2ccc(F)cc2)on1 | i
CC(Cc1ccccc1)N1CCC(=O)C2=C1CCCC2 (stereo unspecified) | i
Cc1nccn1CCC(=O)N1CCN(Cc2ccc(F)cc2)C(=O)C1 | ?
Cc1c(Cl)cccc1NC(=O)C(NS(=O)(=O)c1cccs1)C(C)C (stereo unspecified) | i
COC(=O)c1cc2c(s1)CN(C1CCCCC1C)C2 (stereo unspecified) | ?
Cc1ccc(C2(CN3CCCC(Cn4ccnc4)C3)CCNCC2)nc1 (stereo unspecified) | i
O=S(=O)(NCC(c1cccnc1)N1CCN(c2ccccc2F)CC1)c1cccs1 (stereo unspecified) | i
COc1cccc(NC(=O)NC2CC(=O)N(CC3CCCCC3)C2)c1 (stereo unspecified) | i
Cc1ccccc1OCC1CN(CN2CCOCC2)C(=O)O1 (stereo unspecified) | ?
CN(Cc1ccccc1)Cc1cn([C@H]2CO[C@H]3[C@@H]2OC[C@@H]3NCc2ccc(-c3ccccc3)cc2)nn1 | i
CCn1cncc1CNC(=O)c1sc(C)nc1-c1ccccc1 | i
Cc1cc(N2CCCCC2)nc2ccc(NC(=O)CCC(=O)NCC3CCCO3)cc12 (stereo unspecified) | i
Cc1ccc(-c2ccc(C(=O)NCCCc3nn[nH]n3)cc2)o1 | i
O=C(NCC1CCCN(Cc2ccc(-c3ccco3)cc2)C1)c1cccnc1 (stereo unspecified) | ?
COc1ccc(CC2CN(C(=O)Cc3cnc(C)[nH]c3=O)CCO2)cc1 (stereo unspecified) | i
Cc1ccc2oc(-c3ccc(N=Cc4cc([N+](=O)[O-])cc([N+](=O)[O-])c4O)cc3)nc2c1 | i
Cc1cc(C(F)(F)F)c(C#N)c(SCC(=O)Nc2ccccc2)n1 | ?
CCOC(=O)c1c(CSC(=N)N)n(C)c2cc(Br)c(OC(C)=O)cc12 | ?
CCn1cc(CN(C)C2CCCN(CCc3ccccc3)C2)c(C)n1 (stereo unspecified) | i
C=CCOc1ccc(/C=c2\sc3nc(-c4cccnc4)nn3c2=O)cc1 | i
COc1ccc(NC(=O)CN(c2ccc(C)cc2C)S(C)(=O)=O)cc1OC | i
CC(=O)c1cccc(NC(=O)C2CC2(c2ccccc2)c2ccccc2)c1 (stereo unspecified) | ?
Cc1ccccc1CN1CC[C@H](c2nnc(-c3ccc(N(C)C)cc3)o2)C1 | i
COc1cccc(C(=O)Nc2cc(C)ccc2OCc2cc(=O)n3oc(C)cc3n2)c1 | i
CC(C)c1csc(C2CC(=O)NCc3nc4ccccn4c32)n1 (stereo unspecified) | i
Cc1ccc(C2=NN(CC(=O)N3CCCC3)C(=O)CC2)cc1 | i
Cc1cc(C)n(CCCC(=O)N2CCOC3(CNCCOC3)C2)n1 (stereo unspecified) | i
COc1ccc(OC)c(NC(=O)C2CCN(S(=O)(=O)c3ccc(F)cc3)CC2)c1 | i
Cc1cccc(Cl)c1S(=O)(=O)N1CC(c2ccccn2)C1 | ?
CC[C@H]1CN(S(=O)(=O)c2ccc(OC)cc2)CC[C@H]1CC(=O)N1CCOCC1 | i
O=S(=O)(N1CCCC1)N1CCC2(CCOCC2)CC1 | ?
CCOc1ccc(C2C(C(=O)OC)=C(C)N=C3SCCC(=O)N32)cc1OCC (stereo unspecified) | i

Fetched by compound from the entries so far:
SMILES | ST2 IL33 inh
Cc1cc(C(F)(F)F)c(C#N)c(SCC(=O)Nc2ccccc2)n1 | ?
Cc1cc(C)n(CCCC(=O)N2CCOC3(CNCCOC3)C2)n1 (stereo unspecified) | i

Shown with each value named: part of the list above.
Cc1ccccc1OCC1CN(CN2CCOCC2)C(=O)O1 (stereo unspecified)
  ST2 IL33 inh: ?

CN(Cc1ccccc1)Cc1cn([C@H]2CO[C@H]3[C@@H]2OC[C@@H]3NCc2ccc(-c3ccccc3)cc2)nn1
  ST2 IL33 inh: i

CCn1cncc1CNC(=O)c1sc(C)nc1-c1ccccc1
  ST2 IL33 inh: i

Cc1cc(N2CCCCC2)nc2ccc(NC(=O)CCC(=O)NCC3CCCO3)cc12 (stereo unspecified)
  ST2 IL33 inh: i

Remaining list, next part:
SMILES | ST2 IL33 inh
CCc1cn[nH]c1C1CCN(C(=O)c2cn(CC3CCCNC3)nn2)CC1 (stereo unspecified) | ?
CSc1ccc(-c2ncnn2-c2cccc(Cl)c2C)cc1 | ?
Cc1cccc[n+]1C1C(c2ccc([N+](=O)[O-])cc2)C(C#N)=C(C(=C=[N-])C#N)NC1(O)C1CC1 (stereo unspecified) | i
NC(=O)c1sc2nc(-c3cccnc3)ccc2c1N | i
CC1(C)CC(=O)C2=C(C1)Nc1nc(SCc3ccccc3)nn1C2c1ccccc1 (stereo unspecified) | ?
COc1ccc(-c2nc3ccccn3c2CN2CCNC(C(=O)O)C2)cc1 (stereo unspecified) | i
CCN(Cc1ccoc1)Cc1nc(COC)no1 | i
N#CNC1=Nc2ccccc2CCC1 | ?
Cc1nccn1CCC1CCN(c2nccc(CCC(F)(F)F)n2)CC1 | i
Cc1cc2c(cc1C)NC(CC(=O)Nc1ccc(N3CCOCC3)cc1)C(=O)N2 (stereo unspecified) | ?
CCN(CC)S(=O)(=O)c1ccc(C(=O)N2CCN=C2SCc2cc(C)ccc2C)cc1 | i
O=S(=O)(Nc1ccccc1Cl)c1ccccc1Cl | i
CCOC(=O)c1c(NC(=O)c2ccc(Cl)cc2)sc2c1CCN(C(C)C)C2 | i
COc1ccc(OCCSc2nc3ccccc3[nH]2)cc1 | i
COc1ccc(-c2noc(CCC(=O)Nc3ccc4c(c3)OCCO4)n2)cc1 | i
Cc1cc(OCc2nc(-c3cccnc3)no2)cc(C)c1Br | ?
CSc1ccc(-c2nc(Cn3ccnc3)c(C)o2)cc1 | ?
Cc1cc(N2CCCCC2)nc(N2CCN(S(=O)(=O)c3ccccc3)CC2)n1 | i
O=C1Nc2ccc(S(=O)(=O)O)cc2C1=O | ?
Clc1cccc(CN2CCCCCCC2)c1 | ?
O=C1OC(Nc2ccc(Cl)cc2Cl)c2ccccc21 (stereo unspecified) | i
CC1=CC[C@@H]2CN(C(=O)c3ccc(-c4ccn[nH]4)cc3)C[C@@H]2C1 | i
CCC(CC)C(=O)Nc1cc(C)ccc1OCc1cc(=O)n2oc(C)cc2n1 | i
N#Cc1ccccc1Cn1c(=O)n(-c2ccc(F)cc2)c(=O)c2sccc21 | i
Cc1nc2c3c(-c4ccccc4)nc(N4CCCCC4)nc3nn2c(C)c1CCC(=O)O | i
CN(C)c1ccc(/C=C/c2nc3ccc(I)cc3c(=O)n2C)cc1 | 42.0%*
CN(CC1CCN(CCc2ccccc2F)CC1)C(=O)c1cn(C)c2ccccc12 | ?
CCN(CC)C(=O)CCS(=O)(=O)c1cc(Br)cc2c1N(C(=O)C1CC1)CC2 | i
CN1CCN2CCN(C(=O)C3(C)CCNCC3)CC2C1 (stereo unspecified) | ?
COCCCNC(=O)c1cc(-c2cccs2)nc2ccccc12 | i
CCOc1ccc2[nH]cc(C(=O)c3ccc(OC)cc3)c(=O)c2c1 | i
COc1cccc(C2CC(c3ccc(Cl)cc3Cl)n3nc(N)nc3N2)c1 (stereo unspecified) | ?
CC1=C(C(N)=O)C(c2ccc(O)cc2)n2ncnc2N1 (stereo unspecified) | i
O=C(CNS(=O)(=O)c1cccs1)N1CCN(C2CCCCC2)CC1 | i
COc1ccc(Cl)cc1NC(=O)CCC1CCCN(C(=O)Cn2nc(C)cc2C)C1 (stereo unspecified) | i
O=C(c1noc2c1CCCC2)N1CCN(c2ccccc2)CC1 | ?
CCCN(CCC)S(=O)(=O)c1ccc(C(=O)Nc2nnc(-c3cccs3)o2)cc1 | ?
Cc1cccc(OCCCn2cc(/C=C3/C(=N)N4C=CSC4=NC3=O)c3ccccc32)c1C | ?
Cc1cc(-n2cnc3ccccc32)n2c(nc3ccccc32)c1C#N | ?
O=C(CSC1=NS(=O)(=O)c2ccccc21)Nc1ccc(Br)cc1F | i
C=CCn1c(SCC(C)=O)nc2sc3c(c2c1=O)CCC3 | i
CCCNC(=O)C1CCC(CNS(=O)(=O)c2cccc3nsnc23)CC1 (stereo unspecified) | i
O=C1CN=C2c3ccccc3N=C(SCc3ccc(Cl)cc3)N12 | i
COc1ccc(/C=C/c2cc(C(=O)O)c3ccccc3n2)cc1 | ?
CC(=O)Nc1ccc(NC(=O)c2cccc(Br)c2)cc1 | i
CCCc1nc2nc[nH]n2c(=O)c1NC(=O)Nc1ccccc1CC | i
CNCC(=O)N1CCOc2c(O)cc(-c3cccnc3)cc2C1 | i
Fc1ccc(CN(C2=NCCN2)c2c(Cl)cccc2Cl)cc1 | i
COc1cc(C2NC(C(=O)O)Cc3c2[nH]c2ccccc32)cc(OC)c1OC (stereo unspecified) | i
O=S(=O)(N[C@H]1CO[C@H]2[C@@H]1OC[C@@H]2n1nnnc1Oc1ccc(-n2cncn2)cc1)c1cccs1 | i
CCc1nc(-c2nc3c([nH]2)CC(c2ccc(Cl)cc2)CNC3=O)no1 (stereo unspecified) | i
Clc1cccc(Cl)c1NC1=NCCN1 | ?
N#C/C(=C\c1ccccc1[N+](=O)[O-])c1nc(-c2ccc(Cl)cc2)cs1 | 31.0%*
Cc1ccc(C)c(OCC(=O)Nc2ccc(Br)cc2F)c1 | i
Cn1c(C(=O)NC2CCCCC2)cc2c(=O)n3ccccc3nc21 | i
O=C([C@@H]1C[C@@H](O)[C@H](O)[C@@H]2NC(=S)N(c3ccc(-n4cccn4)cc3)[C@@H]21)N1CCCCC1 | i
CCc1cc(-c2ccc(C(C)N3CCOCC3)cc2)ccc1NC(C)=O (stereo unspecified) | i
O=C(Nc1ccc(Oc2ccccc2)nc1)C1CCN(Cc2ccc3c(c2)CCO3)CC1 | ?
COc1cccc(OC)c1-c1c(-c2ccccc2)ncn1CC1(CO)CCC1 | i
c1cc(-c2ccc3cc[nH]c3c2)c2ccncc2c1 | ?

Remaining list, next part
SMILES | ST2 IL33 inh
Cc1ccccc1NC(=O)COc1c(C)ccc(C)c1C | i
Cc1nn(C)c(Cl)c1S(=O)(=O)N1CCN2CCN(C)CC2C1 (stereo unspecified) | i
CC(=O)Nc1ccc(N=Cc2nc(-c3ccc(Br)cc3)oc2O)cc1 | i
CSc1cccc(NS(=O)(=O)c2cc(Cl)ccc2Cl)c1 | ?
COc1cc(=O)n(C)c2c(OCC(O)C(C)(C)O)cccc12 (stereo unspecified) | ?
Cc1cc(C)cc(NC(=O)CSc2nc3c(c(=O)n2-c2ccc(Cl)cc2)SCC3)c1 | i
COCc1cc(=O)[nH]c(SCC(=O)Nc2ccc(OC)cc2)n1 | i
CC(NC(=O)c1ccc2c(c1)OCO2)C(c1cccs1)N1CCN(c2ccc(F)cc2)CC1 (stereo unspecified) | ?
Cc1ccc(CN2C[C@H](O)C[C@H]2c2nc(-c3cccc([N+](=O)[O-])c3)no2)cc1 | i
Cc1ccc(Cn2c(CCNC(=O)Nc3ccc(F)c(Cl)c3)nc3cccnc32)cc1 | ?

Three compounds from above, sorted by formula weight, low to high:
SMILES | ST2 IL33 inh
COCc1cc(=O)[nH]c(SCC(=O)Nc2ccc(OC)cc2)n1 | i
Cc1nn(C)c(Cl)c1S(=O)(=O)N1CCN2CCN(C)CC2C1 (stereo unspecified) | i
Cc1ccc(Cn2c(CCNC(=O)Nc3ccc(F)c(Cl)c3)nc3cccnc32)cc1 | ?
